ERAP1 inh: human ERAP1 aminopeptidase inhibitors, primary screen, biochemical, single point, plate reader. recombinant ERAP1, Leu-AMC fluorescence, 60 min. inhibition, % at 10.7 µM. 0.15% of 340,000 active. AID 652197, 2013;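 active = mean replicate inhibition of at least 30%, or all replicates individually reaching that 30% level; inactive = mean below 30% and not every replicate reaching it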;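 note: 0% = neutral control wells and 100% = L-leucinethiol positive control wells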
Target sequence (Q9NZ08 whole entry, looked up): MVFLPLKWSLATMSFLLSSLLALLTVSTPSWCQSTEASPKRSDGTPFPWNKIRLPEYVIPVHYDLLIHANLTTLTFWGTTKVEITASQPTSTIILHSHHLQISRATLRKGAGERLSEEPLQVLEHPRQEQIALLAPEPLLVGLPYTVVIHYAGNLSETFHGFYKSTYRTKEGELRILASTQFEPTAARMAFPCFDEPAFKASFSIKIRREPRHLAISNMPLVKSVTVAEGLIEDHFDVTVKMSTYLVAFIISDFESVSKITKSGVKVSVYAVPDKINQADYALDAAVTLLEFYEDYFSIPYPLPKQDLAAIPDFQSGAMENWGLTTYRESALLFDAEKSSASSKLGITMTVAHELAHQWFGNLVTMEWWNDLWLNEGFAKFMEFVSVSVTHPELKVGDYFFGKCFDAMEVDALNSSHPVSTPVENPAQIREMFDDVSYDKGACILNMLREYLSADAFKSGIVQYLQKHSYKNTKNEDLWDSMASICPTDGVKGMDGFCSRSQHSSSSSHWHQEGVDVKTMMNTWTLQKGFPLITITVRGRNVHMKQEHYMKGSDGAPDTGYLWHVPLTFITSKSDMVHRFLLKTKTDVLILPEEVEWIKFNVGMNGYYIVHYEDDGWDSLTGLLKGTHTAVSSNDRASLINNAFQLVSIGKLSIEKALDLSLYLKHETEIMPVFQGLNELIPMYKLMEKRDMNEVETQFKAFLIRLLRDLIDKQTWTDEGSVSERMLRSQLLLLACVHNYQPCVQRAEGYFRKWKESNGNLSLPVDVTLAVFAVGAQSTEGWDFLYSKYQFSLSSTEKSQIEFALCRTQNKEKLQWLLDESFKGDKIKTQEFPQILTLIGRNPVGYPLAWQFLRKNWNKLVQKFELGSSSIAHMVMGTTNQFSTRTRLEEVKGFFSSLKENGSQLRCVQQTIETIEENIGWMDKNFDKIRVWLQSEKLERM
RAD52 anneal inh: RAD52 DNA annealing inhibitors, primary screen, biochemical, FRET, single point, set 2; DNA repair protein RAD52 homolog (Homo sapiens), P43351; recombinant RAD52 DNA annealing, FRET fluorescence; inhibition, % at 18.7 µM; 0.46% of 360,000 active;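 active = every replicate showing at least 50% inhibition; inconclusive = mean inhibition at least 50% but not in every replicate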
ERp5 block: inhibitors of ERp5-driven insulin aggregation, primary screen, biochemical, turbidity, absorbance 650 nm, single point. Protein disulfide-isomerase A6 (Homo sapiens), Q15084. 90 min. inhibition, % at 9.99 µM. 0.05% of 350,000 active;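 active = mean replicate inhibition above about 25%, with every replicate also reaching it, limit read from the data, passing the limit was not always enough; inconclusive = only one of those two criteria met; inactive = neither criterion met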
Xi reactivation: activators of inactive X chromosome reactivation, primary screen, imaging, XiGFP fibroblasts, GFP high-content imaging, set 2; XiGFP mouse fibroblasts, % GFP-positive cells imaging, 3 d; cells co-treated with 5-aza-dC sensitizer; scaled so ellipticine positive control = 100%; activation, % at 7.58 µM; 0.055% of 360,000 active; AID 743238, 2013;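 active = mean normalized replicate activation at least 10% and every replicate at or above 10%; inconclusive = only one of the two criteria met; inactive = mean below 10% and not all replicates reach 10%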;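 note: 0% = median of on-plate neutral control wells and 100% = ellipticine 6 µM median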
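Schedule: 3 d treatment, 15 min room-temperature fixation; system: 68-5-11 XiGFP fibroblast line; buffer or medium: DMEM plus 5-aza-dC sensitizer; control set: ellipticine 6 µM positive control; compound: one concentration, pinned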
E-sel inducer: E-selectin induction in HUVECs, primary screen, imaging, HUVEC, immunofluorescence imaging, single point; P16581; normalized: neutral wells 0, TNF-alpha wells 100; activation, % at 7.58 µM; 0.37% of 260,000 active; AID 686992, 2013;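 active = mean E-selectin-positive cell signal at least 10% of the positive control, reached in at least 60% of replicates, without over 20% cell loss; inconclusive = no rule given, readout overlaps actives, possibly toxicity-flagged; inactive = the rest, including those meeting only one limit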;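 note: in these data hits start at about 27%; measured in HUVEC primary endothelial cells; signal is the percent of cells scored E-selectin positive by PE staining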
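Assay system: HUVEC primary endothelial cells. Input: 3,000 HUVEC seeded per well. Doses: one compound dose added by pin transfer. Read-out basis: % PE-positive cells. Benchmarks: TNF-alpha high, DMSO low. Detection: immunofluorescence imaging. Buffer or medium: EGM-2, gelatin.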
S100A4 inh HTS: inhibitors of S100A4-myosin IIA peptide binding, primary screen, biochemical, fluorescence polarization, TAMRA-MyoIIA peptide | Protein S100-A4 (Homo sapiens), P26447 | inhibition, % at 10.7 µM | 0.14% of 360,000 active;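 active = mean inhibition of at least 70% across replicates, with every replicate also reaching that level; inconclusive = mean inhibition reaches 70% but some replicates fall short; inactive = mean inhibition below 70%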
Target sequence (P26447 whole entry, looked up): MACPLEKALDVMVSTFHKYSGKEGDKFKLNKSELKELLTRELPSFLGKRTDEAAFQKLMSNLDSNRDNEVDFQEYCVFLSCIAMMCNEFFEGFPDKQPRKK
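assay system = human S100A4 monomer with TAMRA-labelled myosin IIA peptide | also added = labelled myosin peptide probe, 5 nM | incubation = 5 min between mix addition and reading | control set = DMSO and TFP controls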
esBAF inh: Bmi1 luciferase reporter increase in mESCs, primary screen, esBAF inhibitor project, mouse ES cells, Bmi1 luciferase knock-in, single point | 24 h; 100% = twice the neutral-well signal | reporter increase, % at 12.5 µM | 2% of 350,000 active | AID 602393, 2012; in the data active = activation above about 40%; inconclusive = no clear call, values can overlap the other calls;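 note: 0% = median of the plate's neutral control wells and 100% = double that signal; a rise in the Bmi1 reporter signal indicates esBAF inhibition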
RAD54 branch: inhibitors of human RAD54 branch migration, primary screen, biochemical, fluorescence, single point. RAD54 Holliday junction branch migration, FAM/BHQ fluorescence. inhibition, % at 10.4 µM. AID 602329, 2012. 0.14% of 360,000 active;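 active = mean normalized replicate activity at least 40 and at least half of replicates scoring 40 or more; inconclusive = only one of the two criteria met; inactive = mean below 40 and under half of replicates reaching 40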;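 note: 0% = median of neutral control wells and 100% = median of positive control wells; inhibitors cause a drop in the FAM fluorescence signal; in these data hits start at about 50%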
* marks the source's active call; other numbers are inactive results; ? = inconclusive; / = no result given.

SMILES,ERAP1 inh,RAD52 anneal inh,ERp5 block,Xi reactivation,E-sel inducer,S100A4 inh HTS,esBAF inh,RAD54 branch
CCNC(=O)C1CCCN(C(=O)c2ccc(C)c(F)c2)CC1 (centres undefined),-3,-1,-1,0.1,/,21,-1,16
Cc1ccc(Nc2nc(C)cs2)cc1,3,-2,2,0.3,/,-2,20,2
C[C@@H]1CN([C@@H](C)CO)C(=O)c2cccc(NC(=O)Nc3ccccc3)c2O[C@@H]1CN(C)S(=O)(=O)c1ccc(F)cc1,-4,19,-2,0.0,0.6,-3,9,-8
CC(C)Oc1cccc(C(=O)C2CCCN(Cc3cnc(N4CCOCC4)s3)C2)c1 (centres undefined),0,-26,8,0.0,/,2,/,/
CO/N=C/NC(=O)c1c(OC)ccnc1Oc1ccc(F)cc1,1,5,3,/,/,-2,6,0
Cc1ccccc1CN1CCN(c2ccc(S(=O)(=O)N3CCCC3)cn2)CC1,3,-3,0,-0.9,0.1,-6,1,-1
COC(=O)CCCn1c(C)cc(C(=O)CCl)c1C,4,-16,0,0.1,-0.1,2,/,/
C[C@H]1CN([C@@H](C)CO)C(=O)Cc2cc(NC(=O)Nc3ccccc3)ccc2O[C@H]1CN(C)S(=O)(=O)c1ccc(Cl)cc1,/,/,-1,-0.6,-0.3,9,2,9
Fc1ccc(C2c3[nH]c4ccccc4c3CCN2Cc2ccoc2)cc1 (centres undefined),1,-23,1,0.0,/,2,/,/
COc1ccc(C(=O)N/N=C2\CCS(=O)(=O)c3ccc(F)cc32)cc1OC,-1,-7,1,0.0,2.0,33,/,/

The listing continues.
SMILES,ERAP1 inh,RAD52 anneal inh,ERp5 block,Xi reactivation,E-sel inducer,S100A4 inh HTS,esBAF inh,RAD54 branch
COc1cccc(NC(=O)N2C[C@H](O)COC[C@H]3O[C@H](CC(=O)N(C)C)CC[C@@H]32)c1,-5,1,7,0.2,0.0,7,6,-10
Cc1cc(Cl)nc(-n2nc(C)cc2C)n1,2,-15,-4,0.1,1.0,0,/,-15
C[C@@H]1CN([C@H](C)CO)C(=O)c2cccc(NC(=O)CCCCCC(=O)Nc3ccccc3N)c2O[C@@H]1CN(C)C(=O)Nc1ccc2c(c1)OCO2,1,-16,5,-1.0,0.0,9,/,/
CN(c1ccc(C(=O)Nc2ccc3c(c2)n(C)c(=O)n3C)cc1)S(C)(=O)=O,-5,-13,-5,0.2,?,-12,4,-2
CC(C)[C@H](NC(N)=O)C(=O)NNC(=O)COc1cccc(C(F)(F)F)c1,54*,-13,-4,0.0,-0.3,2,-10,/
Cc1onc(-c2c(F)cccc2Cl)c1C(=O)NCCc1ccncc1,0,5,2,0.2,1.5,13,-10,10
CC1(C(=O)NS(=O)(=O)c2cccc(C#N)c2)CCN1C(=O)Cc1ccccc1 (centres undefined),1,-4,8,0.0,-0.1,6,-4,3
CCCCn1c(N)c(N(CCOC)C(=O)CSc2nnc(-c3ccncc3)n2CCC)c(=O)[nH]c1=O,-2,-1,-2,-0.1,-0.1,2,/,/
CC(C)NC(=O)Nc1ccc2c(c1)C(=O)N([C@@H](C)CO)C[C@H](C)[C@H](CN(C)C(=O)Cc1ccccc1)OCCCC[C@@H](C)O2,0,-12,-3,0.3,-0.2,1,/,6
C=CC1c2cc(OC)c(OC)cc2CC(C)N1Cc1ccc(OC)cc1 (centres undefined),0,-9,1,/,/,-32,/,-1

Additional structures follow.
SMILES,ERAP1 inh,RAD52 anneal inh,ERp5 block,Xi reactivation,E-sel inducer,S100A4 inh HTS,esBAF inh,RAD54 branch
O=C(NCCN1CCOCC1)c1ccc(NC(=O)C2COc3ccccc3O2)cc1 (centres undefined),-4,-14,3,0.0,/,2,-4,3
CCN(CC(=O)Nc1c(F)cccc1F)C(=O)c1ccc2c(c1)S(=O)(=O)N=C1CCCCCN12,-2,-8,-4,0.1,-0.8,43,/,/
CCOc1ccc(N(CC(=O)Nc2ccc(OC)cc2)C2=NC3CS(=O)(=O)CC3S2)cc1 (centres undefined),0,-20,-1,0.2,0.8,-1,-8,4
C=CCC(NCc1ccccc1)c1ccc(Cl)cc1 (centres undefined),8,-1,-6,-0.1,/,0,-10,-4
O=C(N[C@@H](Cc1cccnc1)C(=O)N1CCC[C@H]1C(=O)NCc1ccccc1)c1ccccc1,0,-7,7,0.1,0.2,-1,/,/
COc1ccc(C#Cc2ccc([C@@H]3[C@H]4CN(C(=O)Nc5ccccc5F)CCCCN4[C@H]3CO)cc2)cc1,-4,-53,5,0.3,-0.3,44,-2,5
COCCCn1c(=O)/c(=C/c2ccccc2OC(F)F)s/c1=C(\C#N)C(=O)NCCOC,-2,-288,0,0.0,-0.2,-5,/,/
O=C(CSc1nncs1)NC(=O)Nc1ccc2c(c1)OCCO2,-3,-5,3,0.2,-0.3,1,26,/
CCC(=O)N(C)C[C@H]1Oc2cc(-c3cccnc3)ccc2S(=O)(=O)N([C@H](C)CO)C[C@@H]1C,1,-4,-3,-1.3,0.4,-2,-1,-4
Cc1ccc(S(=O)(=O)c2cn(C)c3cc(N4CCOCC4)c(F)cc3c2=O)cc1,1,-9,-3,0.3,/,-2,3,-11

A second format for two compounds above.
COc1cccc(NC(=O)N2C[C@H](O)COC[C@H]3O[C@H](CC(=O)N(C)C)CC[C@@H]32)c1
  ERAP1 inh: -5 | RAD52 anneal inh: 1 | ERp5 block: 7 | Xi reactivation: 0.2 | E-sel inducer: 0.0 | S100A4 inh HTS: 7 | esBAF inh: 6 | RAD54 branch: -10
CC(C)Oc1cccc(C(=O)C2CCCN(Cc3cnc(N4CCOCC4)s3)C2)c1 (centres undefined)
  ERAP1 inh: 0 | RAD52 anneal inh: -26 | ERp5 block: 8 | Xi reactivation: 0.0 | E-sel inducer: / | S100A4 inh HTS: 2 | esBAF inh: / | RAD54 branch: /

Next section:
SMILES,ERAP1 inh,RAD52 anneal inh,ERp5 block,Xi reactivation,E-sel inducer,S100A4 inh HTS,esBAF inh,RAD54 branch
O=C(COc1coc(CN2CCc3ccccc32)cc1=O)Nc1cccc(F)c1,4,-6,-3,0.0,0.3,1,-4,-17
COc1cccc(-c2ccc3c(c2)O[C@@H](CN(C)C(=O)C2CC2)[C@H](C)CN([C@@H](C)CO)S3(=O)=O)c1,-3,6,-3,-0.7,-0.4,-1,/,-1
C[C@H](CO)N1C[C@H](C)[C@H](CN(C)C)Oc2ccc(NC(=O)Nc3ccc(F)cc3)cc2C1=O,0,12,-1,-1.3,-3.0,0,2,1
CCc1nc2c(OCc3ccc4c(c3)OCO4)cccn2c1N(C=O)Cc1ccc(OC)cc1,1,-76,-6,0.0,0.2,3,12,7
CCOC(=O)C(=O)Cc1nc(OCc2ccccc2)cc(OCc2ccccc2)n1,1,-18,3,0.1,-0.2,0,-7,4
O=S1(=O)CC(N2CCN(c3ccccn3)CC2)CN1Cc1ccccc1 (centres undefined),-1,-9,2,0.1,-0.1,-3,-4,-12
COc1ccc(OCC(=O)N2CCc3c([nH]c4ccccc34)C2c2ccccn2)cc1 (centres undefined),0,0,1,0.0,/,3,/,/
Cc1ccccc1CC(=O)Nc1ccc2c(c1)c(=O)n(C)n2-c1cccs1,-3,-35,6,0.0,0.2,0,29,-3
CCC(=O)N1C[C@@H](C)[C@@H](OC)CN(C)C(=O)c2cc(NC(=O)C3CCCCC3)ccc2OC[C@@H]1C,-1,5,-1,-0.3,0.2,-5,-7,-2
CC1=C(C(=O)N(C(C)C)C(C)C)CC(CC(=O)NCc2ccco2)C(=O)N1CCC1=CCCCC1 (centres undefined),-2,-1,-21,/,0.0,-9,1,-7

Continued:
SMILES,ERAP1 inh,RAD52 anneal inh,ERp5 block,Xi reactivation,E-sel inducer,S100A4 inh HTS,esBAF inh,RAD54 branch
COc1ccc(CNC(=O)CCn2c(C)csc2=O)cc1,0,2,-7,0.0,-0.2,1,-2,0
Cc1cc(N2CCN(c3ccccc3F)CC2)nc2cc(O)ccc12,-18,-3,3,/,/,6,/,10
CN(CC(=O)Nc1ccccc1Cl)C(=O)C1CSC2(C)CCC(=O)N12 (centres undefined),0,-10,-1,-0.1,/,-13,10,0
O=C(CCCC1=NS(=O)(=O)c2ccccc2N1)N1CCN(c2ccc([N+](=O)[O-])cc2)CC1,-1,-9,-11,0.0,/,-1,-2,3
COc1ccc(-c2cc3nc(NCCCN(C)C)n(C)c(=O)c3s2)c(C)c1,3,55*,5,0.2,-0.3,1,-4,33
Cc1ccc(S(=O)(=O)N(C)C[C@@H]2Oc3ccc(NC(=O)NC4CCCCC4)cc3C(=O)N([C@H](C)CO)C[C@H]2C)cc1,0,7,1,0.0,1.4,-23,-1,7
CCOC(=O)c1ccc(S(=O)(=O)N2CCN(C/C=C/c3ccccc3)CC2)cc1,0,-13,-4,0.4,/,-3,-1,-12
O=S(=O)(c1cccc(S(=O)(=O)N2CCCC2)c1)c1cccc(S(=O)(=O)N2CCCC2)c1,2,-7,2,/,/,-7,/,/
Cc1ccc(C)c(NC(=S)N2CCC(NC(=O)c3ccccc3)CC2)c1,1,0,4,0.9,0.4,2,2,8
CCCCN(C(=O)CSc1nnnn1C)c1c(N)n(Cc2ccccc2)c(=O)[nH]c1=O,/,-7,9,-0.1,3.9,-4,/,-3
O=C(NCc1ccccc1)Nc1cccc2ccccc12,1,-1,7,0.2,3.8,-20,/,/
CCn1c(CCCOc2ccc(Cl)cc2Cl)nnc1SCC(=O)Nc1cc(F)ccc1C,3,-1,8,0.0,/,-1,/,/

Structural class, those above with a Cl atom.
SMILES,ERAP1 inh,RAD52 anneal inh,ERp5 block,Xi reactivation,E-sel inducer,S100A4 inh HTS,esBAF inh,RAD54 branch
COC(=O)CCCn1c(C)cc(C(=O)CCl)c1C,4,-16,0,0.1,-0.1,2,/,/
C[C@H]1CN([C@@H](C)CO)C(=O)Cc2cc(NC(=O)Nc3ccccc3)ccc2O[C@H]1CN(C)S(=O)(=O)c1ccc(Cl)cc1,/,/,-1,-0.6,-0.3,9,2,9
Cc1cc(Cl)nc(-n2nc(C)cc2C)n1,2,-15,-4,0.1,1.0,0,/,-15
Cc1onc(-c2c(F)cccc2Cl)c1C(=O)NCCc1ccncc1,0,5,2,0.2,1.5,13,-10,10
C=CCC(NCc1ccccc1)c1ccc(Cl)cc1 (centres undefined),8,-1,-6,-0.1,/,0,-10,-4
CN(CC(=O)Nc1ccccc1Cl)C(=O)C1CSC2(C)CCC(=O)N12 (centres undefined),0,-10,-1,-0.1,/,-13,10,0
CCn1c(CCCOc2ccc(Cl)cc2Cl)nnc1SCC(=O)Nc1cc(F)ccc1C,3,-1,8,0.0,/,-1,/,/

Screening results as filed in PubChem BioAssay.

Not a hit list (roughly 2.5% active in at least one column).
